ERAP1 HTS inh = blocks human ERAP1 aminopeptidase activity; recombinant ERAP1, Leu-AMC fluorescence, 60 min; inhibition, % at 10.7 µM; hit rate 0.15% among 340,000;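 active = mean replicate inhibition of at least 30%, or all replicates individually reaching that 30% level; inactive = mean below 30% and not every replicate reaching it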;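 note: 0% = neutral control wells and 100% = L-leucinethiol positive control wells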
S100A4 MyoIIA = inhibitors of human S100A4 binding to myosin IIA peptide; P26447; S100A4/TAMRA-MyoIIA peptide fluorescence polarization; inhibition, % at 10.7 µM; hit rate 0.14% among 360,000;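 active = mean inhibition of at least 70% across replicates, with every replicate also reaching that level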
Target sequence (P26447 whole entry, looked up): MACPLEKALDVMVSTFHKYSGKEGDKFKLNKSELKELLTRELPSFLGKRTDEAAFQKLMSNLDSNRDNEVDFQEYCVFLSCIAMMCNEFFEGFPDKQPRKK
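incubation = readout 5 min after mixing, signal stable up to 60 min | system = S100A4 monomer protein | buffer or medium = HEPES pH 7.2 with CaCl2, KCl, NaCl, DTT, Triton | benchmarks = neutral control DMSO, positive control TFP | also added = fluorescent myosin IIA peptide, 5 nM | compound dosing = one concentration per compound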
E-sel inducer = induces E-selectin expression in human endothelial cells. hit rate 0.37% among 260,000. HUVEC E-selectin immunofluorescence imaging; normalized: neutral wells 0, TNF-alpha wells 100. activation, % at 7.58 µM;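 active = mean E-selectin-positive cell signal at least 10% of the positive control, reached in at least 60% of replicates, without over 20% cell loss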;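 note: in these data hits start at about 27%; measured in HUVEC primary endothelial cells; signal is the percent of cells scored E-selectin positive by PE staining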
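Assay system: HUVEC primary endothelial cells. Input: 3,000 HUVEC seeded per well. Doses: one compound dose added by pin transfer. Read-out basis: % PE-positive cells. Benchmarks: TNF-alpha high, DMSO low. Detection: immunofluorescence imaging. Buffer or medium: EGM-2, gelatin.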
esBAF inh = SWI/SNF esBAF complex inhibition; AID 602393; mouse ES cells, Bmi1-luciferase knock-in reporter, 24 h; 100% = twice the neutral-well signal; reporter increase, % at 12.5 µM; hit rate 2% among 350,000; in the data active = activation above about 40%;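 note: 0% = median of the plate's neutral control wells and 100% = double that signal; a rise in the Bmi1 reporter signal indicates esBAF inhibition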
ERp5 inh = ERp5 (human) disulfide isomerase inhibition. ERp5 insulin aggregation, absorbance 650 nm, 90 min. Q15084. hit rate 0.05% among 350,000. inhibition, % at 9.99 µM;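 active = mean replicate inhibition above about 25%, with every replicate also reaching it, limit read from the data, passing the limit was not always enough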
RAD52 anneal inh = RAD52 (human) annealing inhibition; hit rate 0.46% among 360,000; AID 651710; P43351; recombinant RAD52 DNA annealing, FRET fluorescence; inhibition, % at 18.7 µM;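 active = every replicate showing at least 50% inhibition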
RAD54 branch = inhibitors of human RAD54 branch migration; Q92698; RAD54 Holliday junction branch migration, FAM/BHQ fluorescence; inhibition, % at 10.4 µM; hit rate 0.14% among 360,000;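 active = mean normalized replicate activity at least 40 and at least half of replicates scoring 40 or more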;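 note: 0% = median of neutral control wells and 100% = median of positive control wells; inhibitors cause a drop in the FAM fluorescence signal; in these data hits start at about 50%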
Target sequence (Q92698 whole entry, looked up): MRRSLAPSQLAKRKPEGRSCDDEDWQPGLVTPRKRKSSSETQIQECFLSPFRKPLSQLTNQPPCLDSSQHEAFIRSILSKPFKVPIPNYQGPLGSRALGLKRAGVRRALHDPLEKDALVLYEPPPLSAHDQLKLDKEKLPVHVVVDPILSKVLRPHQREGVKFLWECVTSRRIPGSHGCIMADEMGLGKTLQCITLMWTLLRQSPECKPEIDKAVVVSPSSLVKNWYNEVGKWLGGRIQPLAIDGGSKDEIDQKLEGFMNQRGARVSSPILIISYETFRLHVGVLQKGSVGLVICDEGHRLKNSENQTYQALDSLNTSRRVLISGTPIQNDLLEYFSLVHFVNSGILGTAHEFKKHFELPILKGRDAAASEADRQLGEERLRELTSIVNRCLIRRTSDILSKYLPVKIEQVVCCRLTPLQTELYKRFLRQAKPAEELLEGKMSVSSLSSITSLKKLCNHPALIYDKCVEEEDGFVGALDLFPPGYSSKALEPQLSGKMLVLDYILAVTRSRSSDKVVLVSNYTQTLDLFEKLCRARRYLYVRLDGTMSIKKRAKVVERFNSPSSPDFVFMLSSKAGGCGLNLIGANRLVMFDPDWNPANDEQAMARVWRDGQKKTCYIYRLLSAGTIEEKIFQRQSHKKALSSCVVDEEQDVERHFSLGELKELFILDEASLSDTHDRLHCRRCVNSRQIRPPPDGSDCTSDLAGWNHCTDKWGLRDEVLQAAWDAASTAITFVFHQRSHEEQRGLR
XiGFP reactiv = activators of X-chromosome reactivation in mouse fibroblasts; AID 743238; hit rate 0.055% among 360,000; XiGFP mouse fibroblasts, % GFP-positive cells imaging, 3 d; cells co-treated with 5-aza-dC sensitizer; scaled so ellipticine positive control = 100%; activation, % at 7.58 µM;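 active = mean normalized replicate activation at least 10% and every replicate at or above 10%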;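 note: 0% = median of on-plate neutral control wells and 100% = ellipticine 6 µM median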
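Assay system: SV40-immortalized XiGFP fibroblast cells, line 68-5-11; buffer or medium: DMEM plus 5-aza-dC sensitizer; compound: one concentration, pinned; timing: compounds 3 days, fix/stain 15 min at room temperature; benchmarks: positive control ellipticine, 6 µM final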
* marks the source's active call; other numbers are inactive results; x = not tested or not shown; & = joins results of further samples. Compounds as they come, and some 2.5% of all compounds hit somewhere here.

Fields: ERAP1 HTS inh, S100A4 MyoIIA, E-sel inducer, esBAF inh, ERp5 inh, RAD52 anneal inh, RAD54 branch, XiGFP reactiv
CC(C)CC#Cc1cnc2c(c1)C(=O)N([C@@H](C)CO)C[C@H](C)[C@@H](CN(C)Cc1ccccc1)O2
  -1.5, -10.5, 0.2, -3.0, -12.9, 26.0, -0.9, -0.7
CCc1ccc(/C=N/N2CCN(c3ccccn3)CC2)cc1
  x, 2.5, 2.6, x, -0.2, 1.9, x, 0.9
COc1ccc(S(=O)(=O)Nc2cccc3c2O[C@H](CN(C)C(=O)NC(C)C)[C@@H](C)CN([C@@H](C)CO)C3=O)cc1
  2.1, 6.5, x, -3.0, -13.9, 0.6, 7.8, 0.5
CCCC1(c2ccccc2)NC(=O)N(CC(=O)Nc2cc(OC)cc(OC)c2)C1=O (configuration not stated)
  -2.7, -0.1, x, 1.3, 2.3, -12.0, -0.7, 0.7
C[C@H]1CN([C@@H](C)CO)C(=O)c2cc(C3=CCCC3)cnc2O[C@@H]1CN(C)C(=O)NC1CCCC1
  0.9, -5.2, x, -2.6, 7.5, 6.7, 1.6, 0.0
O=C(NCCc1c[nH]c2ccccc12)C(=O)NCC1OCCCN1S(=O)(=O)c1ccccc1 (configuration not stated)
  -2.5, -3.6, x, x, 6.6, -35.6, x, 0.1
CCCN1CCN(CCCNC(=O)c2ccc3c(c2)NC(=O)c2ccccc2S3)CC1
  -4.0, -3.9, x, 0.0, -6.9, 11.7, 1.1, 0.0
C[C@@H]1CN([C@H](C)CO)C(=O)Cc2cc(NC(=O)CCCN(C)C)ccc2O[C@H]1CN(C)Cc1ccc(Oc2ccccc2)cc1
  2.2, -14.3, 0.0, -3.3, 0.0, 53.6, 10.6, -0.9
Cc1noc(C)c1NC(=O)Nc1ccc2c(c1)C(=O)N([C@H](C)CO)C[C@H](C)[C@H](CN(C)Cc1ccc(C(=O)Nc3ccccc3N)cc1)OCCCC[C@@H](C)O2
  1.9, -2.1, 0.0, x, 0.7, -9.8, x, 0.0
Cc1cc(C)n(CC(=O)NNC(=O)COc2ccc(F)cc2Br)n1
  1.1, -0.3, x, -2.2, 8.4, -7.8, -7.6, -0.1
COCCOC(=O)N1C(=O)[C@@]2(c3cc(C#Cc4ccc(OC)cc4)ccc31)[C@H](c1ccccc1OCCO)N1[C@H](c3ccccc3)[C@H](c3ccccc3)OC(=O)[C@H]1[C@@H]2C(=O)N1CCc2cc(OC)c(OC)cc2C1
  3.7, 7.7, x, x, 0.2, 20.4, -0.3, x
CN(C)c1ncnc2c1ncn2[C@H]1CN(Cc2ccc(-c3ccccc3)cc2)C[C@@H](CO)O1
  -4.9, -17.4, 0.4, 2.6, 4.6, -5.5, -7.8, 0.0
COCCNC(=O)C[C@H]1CC[C@@H]2[C@H](COC[C@H](O)CN2S(=O)(=O)c2ccccc2C)O1
  -5.9, 9.0, 0.2, -5.5, -0.6, 21.3, 4.6, 0.0
CC(=O)Nc1ccc(/C=C(\C#N)C(=O)NCc2ccccc2)cc1
  1.2, 2.4, 11.3, x, 5.6, -12.6, -1.3, -0.1
COc1ccc(C(N)=O)c(OCC(=O)Nc2cc(C)on2)c1
  -1.2, -3.9, 24.3, -7.6, x, -54.9, 8.0, 0.0
O=C(CN1CCN(S(=O)(=O)c2ccc3c(c2)OCCO3)CC1)Nc1ccccc1Br
  2.0, 1.2, x, -6.4, -3.3, -12.3, 6.8, 0.0
CCOC(=O)Cc1nc2ccccc2n(CC#N)c1=O
  5.0, 19.0, 2.7, 1.3, 1.9, -45.1, -5.1, 0.0
O=C(NC1CCOc2ccccc21)C1CCCC1 (configuration not stated)
  8.7, -3.9, 0.0, x, 2.6, -1.9, -0.6, 0.0
CC(C)CN(C(=O)COc1ccccc1C(=O)NCc1ccccc1)C1CCS(=O)(=O)C1 (configuration not stated)
  -4.9, -1.6, -0.2, 1.7, 2.8, -13.4, -5.9, -0.1
COc1ccccc1-c1ccc2c(c1)O[C@@H](CN(C)C(=O)Nc1ccccc1)[C@@H](C)CN([C@@H](C)CO)S2(=O)=O
  -0.7, -4.2, 0.3, 9.3, -0.6, -13.7, -1.8, 0.9
C=CCNC(=O)Nc1cc(Cl)ccc1OC
  3.7, -1.2, x, x, -2.3, -9.9, x, 0.0
C[C@H](O)C#Cc1cnc2c(c1)C(=O)N([C@H](C)CO)C[C@@H](C)[C@H](CN(C)C(=O)c1ccncc1)O2
  -0.9, -4.4, 0.0, -0.1, 0.5, 2.9, -2.4, -0.6
O=C(NCc1cccc(C(F)(F)F)c1)c1ccc[nH]1
  2.2, -0.8, -0.1, -0.6, -1.9, -4.0, -16.5, -0.1
CN1CCc2ccccc2Cc2[nH]c3ccccc3c2CC1
  2.0, 12.7, 2.5, 6.0, 2.2, -27.0, -10.6, -0.1
COc1ccc(/C=C/C(=O)Nc2ccc(-n3nncc3-c3ccc(OC)c(OC)c3)cc2)cc1OC
  2.1, 4.0, 0.2, x, 5.1, -1.7, -5.3, 0.3
CC(C)c1ccc(CC(=O)N2CCC2(C)C(=O)NS(=O)(=O)c2cccc(C#N)c2)cc1 (configuration not stated)
  -1.5, 4.3, 0.1, -9.4, -3.3, -48.2, -6.9, 0.2
COc1cccc(C(=O)Oc2ccc3c(C)cc(=O)oc3c2C(C)=O)c1
  x, x, 2.2, 2.3, x, x, -3.1, 0.1
CCOc1ccc(NC(=O)CCc2ccc(C)o2)cc1
  -0.1, -4.8, x, 16.6, 2.3, -11.4, 7.0, 0.0
COc1ccc(C(=O)NC(=S)Nc2nc(C)cc(C)n2)cc1Br
  -1.6, -0.4, 1.9, x, -0.8, -10.3, 2.7, -0.1
Cc1noc(C)c1NC(=O)N(C)C[C@@H]1OCc2cn(nn2)CCCC(=O)N([C@@H](C)CO)C[C@H]1C
  0.2&-1.4, -0.3&-1.6, -0.2&1.4, -3.6&0.3, 0.6&-5.9, -1.3&-2.3, 7.2, -0.1&-0.2
O=C(c1ccccc1)C1C(=O)c2ccccc2C1=O
  -0.6, -6.7, x, x, 1.6, 0.7, x, x
CCCn1cc(CN2CCC(n3nccc3NC(=O)C(OC)c3ccccc3)CC2)c(C)n1 (configuration not stated)
  -1.4, -8.1, 0.2, -4.7, -1.8, -16.4, -9.3, 0.0
C[C@@H]1CN([C@@H](C)CO)C(=O)c2cc(NC(=O)NC3CCCCC3)ccc2O[C@@H](C)CCCCO[C@@H]1CN(C)Cc1ccncc1
  -1.3, -11.7, 0.1, -0.5, -0.7, -8.8, -4.0, 0.1
Cc1ccc2c(c1)N(CC(=O)NC1CCC(C)CC1)C(=O)c1cccnc1O2 (configuration not stated)
  -0.4, -0.9, -0.1, 11.8, -2.4, 4.5, 3.1, 0.2
COc1ccccc1C(=O)Nc1ccc(OC(C)C(=O)N2CCOCC2)cc1 (configuration not stated)
  -0.6, 7.3, x, 3.6, 2.7, -9.7, -3.8, 0.7
Cc1cc[n+](C2=C([O-])c3ccccc3C(=O)/C2=N\S(=O)(=O)c2cccs2)cc1C
  1.9, 3.1, x, 8.5, 1.4, -10.4, -4.5, -0.1
NC(=O)NOCc1ccc(F)cc1Cl
  -0.2, 2.5, x, x, 8.6, -6.3, 0.4, 0.2
O=C(/C=C/c1ccc(OCc2cccc(Cl)c2)cc1)N1CCOCC1
  0.6, -5.6, x, x, -3.5, -7.7, x, 0.0
COc1ccc2c3c([nH]c2c1)[C@@H](CO)N(Cc1ccncc1)CC31CN(Cc2ccc(-c3ccccn3)cc2)C1
  1.0, 0.5, -0.2, x, 3.8, 0.4, x, 0.1
C[C@@H]1CN([C@@H](C)CO)C(=O)c2cc(-c3cccc(F)c3)cnc2O[C@H]1CN(C)Cc1ccncc1
  -0.8, -2.3, 0.0, -0.2, -2.5, 0.3, -4.2, -0.9

Six compounds already listed, sorted by number of heavy atoms, descending.
Fields: ERAP1 HTS inh, S100A4 MyoIIA, E-sel inducer, esBAF inh, ERp5 inh, RAD52 anneal inh, RAD54 branch, XiGFP reactiv
C[C@@H]1CN([C@@H](C)CO)C(=O)c2cc(-c3cccc(F)c3)cnc2O[C@H]1CN(C)Cc1ccncc1
  -0.8, -2.3, 0.0, -0.2, -2.5, 0.3, -4.2, -0.9
Cc1noc(C)c1NC(=O)N(C)C[C@@H]1OCc2cn(nn2)CCCC(=O)N([C@@H](C)CO)C[C@H]1C
  0.2&-1.4, -0.3&-1.6, -0.2&1.4, -3.6&0.3, 0.6&-5.9, -1.3&-2.3, 7.2, -0.1&-0.2
CCCn1cc(CN2CCC(n3nccc3NC(=O)C(OC)c3ccccc3)CC2)c(C)n1 (configuration not stated)
  -1.4, -8.1, 0.2, -4.7, -1.8, -16.4, -9.3, 0.0
CC(C)c1ccc(CC(=O)N2CCC2(C)C(=O)NS(=O)(=O)c2cccc(C#N)c2)cc1 (configuration not stated)
  -1.5, 4.3, 0.1, -9.4, -3.3, -48.2, -6.9, 0.2
Cc1cc[n+](C2=C([O-])c3ccccc3C(=O)/C2=N\S(=O)(=O)c2cccs2)cc1C
  1.9, 3.1, x, 8.5, 1.4, -10.4, -4.5, -0.1
O=C(/C=C/c1ccc(OCc2cccc(Cl)c2)cc1)N1CCOCC1
  0.6, -5.6, x, x, -3.5, -7.7, x, 0.0

More compounds follow:
Fields: ERAP1 HTS inh, S100A4 MyoIIA, E-sel inducer, esBAF inh, ERp5 inh, RAD52 anneal inh, RAD54 branch, XiGFP reactiv
CC(C)CC#Cc1ccc2c(c1)O[C@H](CN(C)C(=O)c1cnccn1)[C@@H](C)CN([C@@H](C)CO)S2(=O)=O
  -1.6, 18.7, 0.1, 0.6, -1.4, 0.1, 2.3, -2.1
Cc1ccccc1CNC(=O)C1CCC(=O)N(C2CCCCCC2)C1 (configuration not stated)
  3.2, -1.7, -0.6, 0.1, 2.9, -1.5, -12.5, 0.5
O=C(Nc1cccc(Cl)c1)c1ccccc1
  x, 0.9, -0.1, 41.8*, -6.6, 1.0, 6.5, 0.0
Cc1cc(C)c2c3c(sc2n1)C(=O)N(c1ccccc1C)CC(=O)N3
  -3.8, 15.8, -0.2, x, 3.3, -5.3, x, 0.5
COc1ccc(C#Cc2ccc3c(c2)O[C@@H](CN(C)C(=O)Nc2cccc(OC)c2)[C@H](C)CN([C@H](C)CO)S3(=O)=O)cc1
  2.5, 3.0, 1.8, 4.2, 5.0, -47.4, -1.5, -0.2
Cc1nnc(SCC(=O)NC2CCC(C)CC2)s1 (configuration not stated)
  0.7, 6.4, 2.1, 0.9, 4.0, -0.1, 4.3, 0.2
COCC#Cc1cnc2c(c1)C(=O)N([C@H](C)CO)C[C@@H](C)[C@H](CN(C)C)O2
  1.1, 31.1, 0.3, 3.3, -1.6, 9.6, 5.5, -1.1
O=C(NCC(=O)N1CCN(S(=O)(=O)c2ccccc2F)CC1)c1ccc(Br)o1
  0.4, 32.7, -0.1, 1.9, 2.3, -4.8, -3.4, 0.0
CC1CCN(C(=O)CSc2nnc(Cc3cccn3C)n2-c2ccc(F)cc2)CC1
  x, -10.0, -0.1, -1.8, -2.9, -64.7, -15.2, 0.3
Cc1ccc(NC(=O)CN2C(=O)CCSc3ccc(S(=O)(=O)N4CCCC4)cc32)cc1
  2.7, 2.2, x, 0.3, -1.2, -12.9, 4.5, 0.0
